RAM inhibit – yeast RAM network inhibition. S. cerevisiae dse1pr::URA3 reporter, 5-FOA growth OD615, 2 d; analog-sensitive cbk1-as2 kinase mutant strain. inhibition, % at 50 µM. hit rate 1.8% among 190,000;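 active means inhibition above a set limit, 3 SD over mean compound inhibition, cut at about 8.4% in these data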;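 further: 0% = DMSO-only wells with no growth and 100% = 10 µM 1-NA-PP1 full growth; inhibition rescues growth on 5-FOA so higher OD means more RAM inhibition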
ROMK primary – human ROMK K+ channel modulation, primary screen. hit rate 2% among 130,000. B-score at 10 µM. Tet-inducible ROMK, thallium flux fluorescence; actives lie on both sides. P48048;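 active means signal ratio slope over the read window, or its plate-corrected B-score, at least 3 SD from the plate mean, either direction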;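 further: B-score of the F/F0 ratio slope over 7 to 12 s after thallium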
Target sequence (P48048 whole entry, looked up): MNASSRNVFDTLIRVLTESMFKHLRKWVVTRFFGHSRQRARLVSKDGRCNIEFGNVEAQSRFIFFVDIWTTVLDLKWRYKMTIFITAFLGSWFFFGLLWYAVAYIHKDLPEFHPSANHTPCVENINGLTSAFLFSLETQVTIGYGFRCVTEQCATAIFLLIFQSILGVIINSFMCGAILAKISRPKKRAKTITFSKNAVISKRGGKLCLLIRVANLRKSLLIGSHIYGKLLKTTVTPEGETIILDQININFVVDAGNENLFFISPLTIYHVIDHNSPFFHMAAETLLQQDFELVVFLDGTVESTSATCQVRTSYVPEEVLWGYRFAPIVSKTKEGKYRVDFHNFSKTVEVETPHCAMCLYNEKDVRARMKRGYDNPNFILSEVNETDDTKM
PPARg SRC-1 ag – agonists of human PPARgamma SRC-1 coactivator recruitment; P37231; hit rate 0.41% among 200,000; AID 631; activation, % at 8 µM; PPARgamma-SRC-1 coactivator recruitment biochemical assay; in the data active means activation above about 19%;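 further: 0% = DMSO and 100% = reference agonist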
Target sequence (P37231 whole entry, looked up): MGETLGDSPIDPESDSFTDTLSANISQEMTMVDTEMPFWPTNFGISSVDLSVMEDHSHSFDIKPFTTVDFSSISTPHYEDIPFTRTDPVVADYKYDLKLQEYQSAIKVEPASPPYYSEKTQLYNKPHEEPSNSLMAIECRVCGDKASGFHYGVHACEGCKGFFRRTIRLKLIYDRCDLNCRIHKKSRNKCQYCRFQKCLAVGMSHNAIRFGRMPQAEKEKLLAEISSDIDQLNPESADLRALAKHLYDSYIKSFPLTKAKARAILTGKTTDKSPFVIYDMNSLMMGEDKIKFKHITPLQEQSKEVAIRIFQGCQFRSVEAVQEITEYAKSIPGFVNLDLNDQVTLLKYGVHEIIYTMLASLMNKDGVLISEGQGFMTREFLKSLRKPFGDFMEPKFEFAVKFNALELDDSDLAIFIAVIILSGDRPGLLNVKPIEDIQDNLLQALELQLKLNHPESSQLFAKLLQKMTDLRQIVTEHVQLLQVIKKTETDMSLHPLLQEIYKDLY
Efa HMGR inh – E. faecalis class II HMG-CoA reductase inhibition. purified E. faecalis HMGR, NADPH absorbance 340 nm kinetic. inhibition, % at 10 µM. hit rate 0.41% among 190,000;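 active means inhibition above a set limit, the median over all tested compounds plus 3 SD, cut at about 9.5% in these data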;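 further: enzyme runs in reverse so mevalonate oxidation gives rising NADPH absorbance; 0% = complete reaction with DMSO and 100% = background rate lacking mevalonate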
S1P3 antagonist – blocks the human S1P3 receptor. Q99500. inhibition, % at 4.98 µM. hit rate 0.27% among 170,000. AID 485. CHO S1P3 NFAT-BLA reporter, FRET fluorescence, antagonist mode;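 active means inhibition above the plate cutoff, the mean inhibition of test wells on that plate plus 3 SD, cut at about 28% in these data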;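 further: cells challenged with S1P at its EC80 of 0.8 µM; blue over green emission ratio from cleaved BLA substrate after 4 h stimulation; 0% = S1P-stimulated wells and 100% = unstimulated DMSO-only wells; some compounds past the cut are filed as inactive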
PPARg SRC3 recr – promotes SRC-3 coactivator recruitment by human PPARgamma; hit rate 0.26% among 200,000; biochemical PPARgamma/SRC-3 coactivator recruitment assay; activation, % at 8 µM; AID 731; in the data active means activation above about 23%;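 further: 0% = DMSO and 100% = reference agonist; some compounds past the cut are filed as inactive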
L major viab – reduces viability of Leishmania major promastigotes. inhibition, % at 10 µM. hit rate 9% among 200,000. resazurin fluorescence viability; in the data active means inhibition above about 50%;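 further: promastigotes grown with compound for 44 hours at 28 °C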
PPARg SRC2 recr – agonists of SRC-2 recruitment by human PPARgamma. P37231. PPARgamma LBD-SRC-2 recruitment, biochemical. activation, % at 8 µM. hit rate 0.34% among 200,000; in the data active means activation above about 22%;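 further: 0% = vehicle and 100% = reference agonist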
Redox H2O2 prof – compounds producing H2O2 with reducing agent – biochemical, NIH compound library profiling, artefact control for MLSCN library redox annotation, primary screen. DTT-dependent redox cycling H2O2, phenol red/HRP absorbance; 100% = 100 µM peroxide control, 0% = buffer. activation, % at 10 µM. hit rate 0.03% among 200,000;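 active means activation of at least 50% relative to the plate's high and low controls in the primary single-dose screen; inactive means activation below 50%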;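 further: compound incubated with DTT at 0.8 mM final as the reducing agent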
bIAP inh – intestinal alkaline phosphatase (bovine) inhibition; purified bovine IAP, CDP-star luminescence, 30 min; inhibition, % at 20 µM; 190,000 tested, under 10 active;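 active means over 50% inhibition of intestinal alkaline phosphatase at 20 µM in the single-dose screen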
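Incubation: 30 min reaction at room temperature / Material: purified bovine intestinal alkaline phosphatase (IAP) enzyme / Input: enzyme at 1/65,000,000 dilution / Dosing: 20 µM single dose / Signal: CDP-star luminescence signal / Reagent: CDP-star chemiluminescent phosphatase substrate, 30 µM final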
SRC2 TRFRET art – TR-FRET artefact, counter-screen to PPARgamma/SRC-2 agonist assay; hits give high values; hit rate 0.4% among 200,000; AID 1049; TR-FRET ratio at 8 µM; in the data active means TR-FRET ratio above about 2000; further: inactives centre near 1500; reference of the scale not given here
* marks the source's active call; other numbers are inactive results; · = not tested or not shown.

SMILES | RAM inhibit | ROMK primary | PPARg SRC-1 ag | Efa HMGR inh | S1P3 antagonist | PPARg SRC3 recr | L major viab | PPARg SRC2 recr | Redox H2O2 prof | bIAP inh | SRC2 TRFRET art
CC1CN(CCOCCSc2ccccc2)CC(C)O1 (stereo not drawn) | 0.7 | -0.87 | -3 | -3 | 4 | 3 | 10 | 4 | -0.5 | -9 | 1568
CCOC(=O)c1oc2ccccc2c1NC(=O)c1ccc(Cl)s1 | 4.3 | · | 1 | 0 | · | -2 | -8 | -16 | -0.8 | 18 | 1472
Cc1csc(SCCn2c(N3CCN(c4ccccc4)CC3)nc3c2c(=O)[nH]c(=O)n3C)n1 | 0.2 | · | 2 | -2 | -28 | 1 | -6 | 9 | 1.8 | -11 | 1498
O=C(N/C(=C/c1ccco1)C(=O)N1CCOCC1)c1cccs1 | 0.4 | -0.61 | -1 | -3 | -12 | 7 | 6 | -1 | -1.4 | -31 | 1430
CCc1nc(Sc2nnnn2-c2ccccc2)c2c3c(sc2n1)CCCC3 | 4.0 | -0.09 | 0 | 2 | 3 | -1 | 98* | -1 | 0.2 | 3 | 1477
O=C(Oc1ccc(N(Cc2cccs2)C2=NS(=O)(=O)c3ccccc32)cc1)c1ccccc1F | 3.9 | -0.024 | 3 | -1 | · | 0 | -5 | -9 | 0.1 | 20 | 1376
Oc1ccccc1N=Cc1sc2ccccc2c1Cl | -0.2 | · | 5 | -8 | -11 | -5 | 57* | 10 | 1.1 | 6 | 1526
c1ccc(N2CCN(c3ncnc4sc5c(c34)CCC5)CC2)cc1 | 3.2 | · | 4 | -5 | 14 | 9 | -4 | 3 | 3.0 | 10 | 1568
Cn1c(NCCCO)nc2ccccc21 | 1.1 | 0.025 | 5 | -2 | · | -1 | -6 | -5 | 0.0 | 3 | 1268
CC(=O)c1ccc(N2CCN(C(=O)/C=C/c3ccc(S(=O)(=O)N4CCOCC4)cc3)CC2)cc1 | 3.3 | -0.012 | 0 | 0 | -17 | 0 | 1 | 6 | -0.1 | -12 | 1745
Cc1cc(C)n(CC(O)COCc2ccccc2)n1 (stereo not drawn) | 0.2 | 0.26 | -8 | 5 | -12 | -6 | -2 | -9 | -0.2 | 1 | 1300
CCOC(=O)c1ccc(NC(=O)C(CC)(CC)C(=O)OCC)cc1 | 0.7 | · | 10 | -4 | -4 | -3 | 1 | -2 | -0.3 | 3 | 1526
CC(C)(C)NC(=O)COc1ccc(CNCc2cccs2)cc1 | 0.5 | · | -3 | · | · | -9 | 77* | 2 | -3.5 | 5 | 1460
O=C(c1ccc(Cl)s1)N1CCOCC1 | 2.1 | · | -3 | -5 | -30 | -3 | -2 | -6 | 2.4 | 7 | 1459
COc1cc(/C=N/NC(=O)c2cccnc2)ccc1OCC(=O)Nc1ccc(C)cc1 | 2.1 | · | 2 | -7 | -1 | 6 | 55* | -2 | 0.0 | 6 | 1492
Cc1cc(C(F)(F)F)nn1CC(=O)N(C)c1ccccc1 | 3.9 | -0.2 | 14 | -2 | 5 | 3 | 1 | 14 | -0.3 | -2 | 1625
COC(=O)c1cn(C(=O)c2ccc(Br)o2)c2ccccc12 | 1.8 | -0.8 | 4 | 2 | -5 | 1 | -8 | 6 | -2.3 | 7 | 1623
CC(C)c1ccc(O)c(NC(=S)NC(=O)CCc2ccccc2)c1 | 2.5 | 1 | 4 | -8 | -11 | 9 | -6 | 7 | -0.4 | 13 | 1652
Cc1nc(N2CCCC2)c2nnn(Cc3ccccc3Cl)c2n1 | 2.1 | -0.32 | 8 | -7 | -7 | 5 | -1 | 10 | -0.9 | 6 | 1719
COc1cccc(C2=NN(S(C)(=O)=O)C(c3cccs3)C2)c1 (stereo not drawn) | 1.1 | -0.054 | 0 | 1 | -9 | 0 | 4 | 12 | 0.2 | 12 | 1791
CCOc1cc(C(=O)NCCOC)cc(OCC)c1OCC | 1.6 | 0.22 | -4 | -8 | -6 | 3 | -2 | 5 | 0.2 | 4 | 1389
Cc1nnc(NC(=O)C2CCN(S(=O)(=O)c3ccc(Cl)cc3)CC2)s1 | 3.6 | -0.099 | 5 | -4 | 9 | 1 | -8 | -1 | -0.7 | -4 | 1677
CCOC(=O)C(C)Sc1ncc(OC)c(=O)[nH]1 (stereo not drawn) | 0.3 | · | 3 | -5 | · | -3 | -7 | 6 | -0.8 | 3 | 1400
NC(=O)c1c(-c2ccc(Cl)cc2Cl)csc1NC(=O)Cc1ccccc1 | 3.9 | · | 2 | -7 | 14 | 4 | 47 | 6 | 0.3 | 9 | 1748
CCCCC(CC)C(=O)N1CCN(C(=O)c2ccco2)CC1 (stereo not drawn) | -0.9 | 0.014 | 14 | -2 | 0 | 5 | -5 | 10 | 0.0 | 4 | 1568
SMILES | RAM inhibit | ROMK primary | PPARg SRC-1 ag | Efa HMGR inh | S1P3 antagonist | PPARg SRC3 recr | L major viab | PPARg SRC2 recr | Redox H2O2 prof | bIAP inh | SRC2 TRFRET art
COc1ccccc1CNn1c(-c2cccc(C)c2)nc2ccccc2c1=O | 2.1 | -1.3 | 4 | 1 | · | 7 | 9 | 14 | 0.0 | -8 | 1572
O=C(/C(=C\c1ccccc1)c1nc2ccccc2[nH]1)c1ccc(Cl)cc1 | 1.0 | · | -2 | 6 | 6 | 5 | 100* | -2 | 0.5 | 7 | 1270
COC(=O)c1ccc(NC(C)=O)o1 | -0.3 | · | 4 | 5 | · | 3 | -8 | 1 | -7.4 | 10 | 1564
COc1ccc(O)c(C(=O)CC(=O)c2ccc(F)cc2)c1 | 0.0 | · | 1 | 2 | 20 | 8 | 53* | 3 | 0.0 | 16 | 1636
CN(C)C1NC(=O)c2cc(-c3ccccc3)sc2N1 (stereo not drawn) | 0.2 | -0.023 | -4 | -7 | · | 5 | 9 | -3 | -0.5 | 2 | 1447
O=C(Nc1ccc(Cl)c(S(=O)(=O)N2CCOCC2)c1)c1ccccn1 | 5.5 | 0.37 | 12 | 1 | -6 | 5 | 11 | 0 | -1.8 | -7 | 1407
CS(=O)(=O)Nc1ccc(C2=NN(C(=O)C3CCCCC3)C(c3cccs3)C2)cc1 (stereo not drawn) | 3.3 | -0.11 | -7 | -3 | 7 | 1 | 11 | 4 | 0.1 | 19 | 1414
CC(C)Cc1nc2sc3c(=O)n(N)cnc3c2c2c1COC(C)(C)C2 | 2.1 | · | 4 | -2 | -6 | 1 | -1 | 5 | 0.3 | 1 | 1569
O=C(CSc1nncs1)Nc1cc(-c2ccccc2)nn1-c1ccccc1 | 1.6 | 0.6 | 5 | 0 | -1 | 5 | 51* | -2 | 0.8 | · | 1522
S=C(NCc1ccco1)N1CCN(c2cccc(Cl)c2)CC1 | 3.4 | -0.17 | 5 | 0 | -4 | 6 | 6 | 12 | 0.6 | 22 | 1577
CCC(c1nnnn1C(C)(C)C)N1CCN(Cc2ccccc2OC)CC1 (stereo not drawn) | 1.4 | 0.3 | 4 | -4 | -9 | 6 | -3 | 7 | 0.5 | 8 | 1725
CCCc1cc(=O)[nH]c(SCC(=O)N(CC)Cc2ccccc2)n1 | 1.6 | -0.0078 | 4 | -5 | · | 7 | -6 | -2 | -3.8 | 4 | 1426
Cc1nc(C)c(C(=O)C2=C(O)C(=O)N(CCCn3ccnc3)C2c2ccc(Cl)cc2)s1 (stereo not drawn) | -0.8 | 1.5 | 5 | -1 | -3 | 0 | 3 | 1 | -0.1 | 2 | 1680
CCc1nnc(NC(=O)CSc2nc3cc4c(cc3cc2C)OCCO4)s1 | 5.4 | · | 10 | -1 | · | 2 | -4 | 4 | -3.8 | -6 | 1502
CCOc1ccccc1Nc1nnc(SCC(=O)N2CCCC2)s1 | 1.2 | · | 2 | 3 | · | 10 | 8 | 6 | 2.7 | 9 | 1644
Cc1ccc(NC(=O)Nc2sc(=S)n(C)c2C)cc1 | 0.9 | -0.14 | 1 | -5 | · | -7 | 59* | 10 | -0.4 | 0 | 1425
CCOCc1nnc(NC(=O)CCc2ccccc2)s1 | 0.1 | · | -5 | 0 | -23 | -4 | 6 | -8 | 2.3 | 6 | 1525
CCOc1ccc(CCNC(=O)CCS(=O)(=O)c2ccc(OC)cc2)cc1OCC | 0.4 | -0.052 | 8 | -4 | -9 | 6 | 0 | 5 | -0.4 | -10 | 1785
COCCNc1nc2nonc2nc1N(C)Cc1ccc(C)cc1 | -0.4 | -1.1 | 7 | -4 | 1 | 0 | 3 | 6 | -1.1 | -6 | 1606
Cc1nnc(NC(=O)c2cccc(Br)c2)s1 | 2.7 | -0.06 | -4 | -7 | · | 1 | -7 | -7 | -0.1 | 9 | 1445
CCc1ccc(CNn2cnnc2SCC(=O)NC(C)(C)C)cc1 | -0.7 | · | -1 | 6 | · | -11 | 1 | 6 | 0.3 | 9 | 1425
CCN(CC)c1cc(C(F)(F)F)nc(-c2ccccn2)n1 | -1.1 | · | 3 | 3 | · | 4 | 9 | 17 | 5.7 | 1 | 1638
Clc1ccc(-c2ccc(C=Nc3ccc(N4CCOCC4)cc3)o2)c(Cl)c1 | 0.0 | 0.089 | 7 | -5 | 3 | 2 | 7 | 13 | -2.3 | 2 | 2149*
Cn1c(C2CCCCC2)nc2c1c(=O)[nH]c(=O)n2Cc1ccccc1 | 0.1 | 3.2* | 2 | -7 | 15 | 4 | 7 | 1 | 0.5 | 0 | 1593
Cc1cc(C)c2nc(NC(=O)c3cccc(S(=O)(=O)N4CCc5ccccc54)c3)sc2c1 | 1.3 | · | 0 | 0 | -2 | -2 | 17 | 6 | 0.2 | -1 | 1410
SMILES | RAM inhibit | ROMK primary | PPARg SRC-1 ag | Efa HMGR inh | S1P3 antagonist | PPARg SRC3 recr | L major viab | PPARg SRC2 recr | Redox H2O2 prof | bIAP inh | SRC2 TRFRET art
CCC(=O)N1CCN(c2ccccc2NC(=O)COc2cccc(C)c2)CC1 | 1.4 | · | 7 | -6 | 11 | 6 | 5 | 4 | 0.2 | 0 | 1600
CC1CN(C(=O)CN2C(=O)NC(C)(c3ccccc3)C2=O)CC(C)O1 (stereo not drawn) | 1.6 | · | -2 | -5 | -3 | -1 | -4 | -3 | -0.7 | 8 | 1605
CN1CCN(S(=O)(=O)c2ccc(NC(=S)NC(=O)C3CCCCC3)cc2)CC1 | 0.9 | 0.82 | 9 | -3 | 3 | -3 | 39 | 0 | -1.2 | 13 | 1793
O=C(Nc1nc(-c2ccc3ccccc3c2)cs1)C1CCN(S(=O)(=O)c2cccs2)CC1 | 3.6 | 1.1 | 9 | -1 | -6 | 9 | 91* | 15 | -0.2 | -5 | 1939
Cc1cccc(OCCCC(=O)NCCc2ccccc2)c1 | 0.5 | · | 0 | -4 | 14 | 2 | -3 | -7 | 0.1 | -17 | 1603
CC(C)(C)NC(=O)COC(=O)c1ccc(O)cc1 | 2.5 | · | -5 | -7 | 26 | -1 | 12 | -4 | 3.3 | -2 | 1426
CCCC(=O)Oc1c(S(=O)(=O)c2ccc(C)cc2)c(C)nn1C(C)(C)C | 12* | -0.95 | 3 | 0 | -1 | 6 | 1 | 6 | -1.8 | 4 | 1766
